SIRT5 block: inhibitors of human sirtuin-5 desuccinylase | Purified SirT5, succinyl-peptide AMC, trypsin-coupled fluorescence | inhibition, % at 15 µM | 1.1% of 330,000 active | AID 652115; in the data active = inhibition above about 15%; inconclusive = no clear call, values can overlap the other calls
Target sequence (Q9NXA8 whole entry, looked up): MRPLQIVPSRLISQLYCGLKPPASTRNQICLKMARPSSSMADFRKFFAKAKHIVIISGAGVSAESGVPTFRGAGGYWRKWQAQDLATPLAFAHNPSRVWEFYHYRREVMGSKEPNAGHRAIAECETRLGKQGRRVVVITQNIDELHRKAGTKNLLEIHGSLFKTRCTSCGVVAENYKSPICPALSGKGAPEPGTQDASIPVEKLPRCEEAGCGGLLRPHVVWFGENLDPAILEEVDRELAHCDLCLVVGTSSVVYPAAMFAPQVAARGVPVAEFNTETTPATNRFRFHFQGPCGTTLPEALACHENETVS
DENV2 CPE rescue: DENV2-induced cell death inhibition; DENV2-infected cells, cytopathic effect rescue, plate reader; CPE inhibition, % at 9.99 µM; 1.7% of 350,000 active; AID 651640; in the data active = CPE inhibition above about 20%, passing the limit was not always enough; inconclusive = no clear call, values can overlap the other calls; tested in BHK-21 cells;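 note: 0% = median of neutral control wells and 100% = median of positive control wells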
EWS-Fli inh: EWS/Fli transcriptional activity inhibition. A673 NR0B1-luciferase reporter, viability-normalised. inhibition, % at 12.6 µM. 0.67% of 350,000 active. AID 651661;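 active = mean inhibition of at least 50% after viability correction, with every replicate also passing that limit; inconclusive = mean reaches 50% but only one of two replicates passes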;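 note: firefly luciferase signal divided by Alamar Blue viability fluorescence both relative to DMSO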
ARNT-TACC3 inh: ARNT/TACC3 interaction disruption; Q9Y6A5; AlphaScreen His-ARNT PAS-B/GST-TACC3 binding, luminescence; TACC3 fragment carries E629A point mutation; inhibition, % at 9.99 µM; 0.66% of 390,000 active; AID 623870;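 active = mean inhibition of replicates at least 50% and at least half of replicates each reaching 50%; inconclusive = half or more replicates reach 50% but mean below 50%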;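 note: 0% = complete ARNT plus TACC3 wells and 100% = ARNT alone without TACC3; many hits fall short of the cut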
PAX8 inh HTS: lowers PAX8-driven luciferase in RMG-I cells; RMG-I TPO-luciferase reporter, SteadyGlo, 24 h; inhibition, % at 12.6 µM; 1.2% of 360,000 active;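 active = mean replicate inhibition at least 60% with every replicate also reaching 60%; inconclusive = only one of the two criteria is met; inactive = mean below 60% and not all replicates reaching 60%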;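 note: luciferase light reporting Pax8 driven TPO promoter activity; plate controls were median of neutral control wells for no effect and mitoxantrone controls for full effect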
LGR2 antag: blocks bursicon-induced cAMP signaling via Drosophila LGR2 | inhibition, % at 9.99 µM | HEK293 LGR2, CRE-luciferase, bursicon-stimulated, 4 h | 0.35% of 380,000 active;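 active = drop in luminescence signal, shown as inhibition above about 50% in the replicate tests, limit read from the data, passing the limit was not always enough; inconclusive = probably only some replicates passing the limit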;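 note: agonist challenge used bursicon conditioned medium at about half maximal strength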
CASP6 VEID inh: caspase-6 (human) enzyme inhibition. inhibition, % at 12.5 µM. AID 686996. 0.53% of 350,000 active. P55212. purified caspase-6, Z-VEID-R110 cleavage fluorescence;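 active = mean inhibition across replicates at least about 35%, with every replicate also reaching that limit, limit read from the data; inconclusive = only one of the two criteria met; inactive = neither criterion met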;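 note: 0% = median of neutral control wells and 100% = no fluorescence left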
Target sequence (P55212 24-179 limits assumed): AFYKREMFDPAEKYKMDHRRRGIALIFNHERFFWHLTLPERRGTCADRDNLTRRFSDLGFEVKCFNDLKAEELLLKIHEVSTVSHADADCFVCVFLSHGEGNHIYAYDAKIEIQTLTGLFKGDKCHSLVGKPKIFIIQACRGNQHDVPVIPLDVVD
Target sequence (P55212 194-293 limits assumed): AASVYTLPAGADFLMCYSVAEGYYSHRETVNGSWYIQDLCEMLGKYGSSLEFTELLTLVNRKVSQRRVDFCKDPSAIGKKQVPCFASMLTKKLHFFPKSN
Starred values were filed as active, the others as inactive; & = joins results of further samples.

`CCOC(=O)N1CCN(C(=O)COC(=O)c2cc(C)ccc2C)CC1` gave SIRT5 block 3, DENV2 CPE rescue -5, EWS-Fli inh 1, ARNT-TACC3 inh -4, LGR2 antag 8 and CASP6 VEID inh 2.
`COc1cc(C(=O)ONC(=O)c2ccc(OC(F)F)cc2)cc(OC)c1OC` gave SIRT5 block -3, DENV2 CPE rescue -5, EWS-Fli inh 12, ARNT-TACC3 inh 5, PAX8 inh HTS -7, LGR2 antag 7 and CASP6 VEID inh 5.
`CN(c1ccccc1)S(=O)(=O)c1nnc(NC(=O)COc2ccccc2F)s1` gave SIRT5 block 2, DENV2 CPE rescue 7, ARNT-TACC3 inh -3, PAX8 inh HTS -13, LGR2 antag 42 and CASP6 VEID inh -1.
For COC(=O)C1=C(C)N(Cc2ccccc2)C(=NCc2ccc(OC)cc2)N[C@H]1c1ccccc1 the results were DENV2 CPE rescue 12, EWS-Fli inh 19, ARNT-TACC3 inh 3, PAX8 inh HTS 26, LGR2 antag -1 and CASP6 VEID inh 3.
COc1ccc(CCNC(=O)CNC(=O)Cn2ccc3ccccc3c2=O)cc1OC was read as SIRT5 block 0, DENV2 CPE rescue 4, EWS-Fli inh 3, ARNT-TACC3 inh -3, PAX8 inh HTS 21, LGR2 antag 10 and CASP6 VEID inh -3.
`Cc1cccc(OC(C)C(=O)Nc2ccc3c(c2)OCCO3)c1` (stereo not given) gave SIRT5 block 1, DENV2 CPE rescue 1, EWS-Fli inh 6, ARNT-TACC3 inh 4, PAX8 inh HTS 5, LGR2 antag -1 and CASP6 VEID inh 2.
For COC(=O)c1ccccc1S(=O)(=O)NC(=O)[C@H]1O[C@@H](n2ccc(=O)[nH]c2=O)[C@H](O)[C@@H]1O the results were SIRT5 block 2, DENV2 CPE rescue -3, EWS-Fli inh -9, PAX8 inh HTS -5, LGR2 antag -33 and CASP6 VEID inh 5.
Cc1ccc(CN2CCNC(=O)C2CC(=O)N2CCN(c3ncccn3)CC2)o1 (stereo not given) was read as SIRT5 block 0, DENV2 CPE rescue -4, EWS-Fli inh 4, ARNT-TACC3 inh -2, PAX8 inh HTS 8 and LGR2 antag 4.
For COc1ccccc1Nc1nc(-c2ccccc2)nc2ccccc12 the results were SIRT5 block -1, DENV2 CPE rescue -6, EWS-Fli inh 8, PAX8 inh HTS -22, LGR2 antag -10 and CASP6 VEID inh 2.
For CCC(=O)Nc1ccc2c(c1)C(=O)N(C)[C@@H]1CC[C@H](CC(=O)N3CCc4ccccc4C3)O[C@@H]1CO2 the results were SIRT5 block -3, DENV2 CPE rescue 19, EWS-Fli inh 1, ARNT-TACC3 inh -6, PAX8 inh HTS 10, LGR2 antag -6 and CASP6 VEID inh -2.
COc1cc2c(cc1OC)/C(=C/C(=O)c1ccc(C)cc1)NCC2 was read as SIRT5 block 9, DENV2 CPE rescue 1, EWS-Fli inh 13, ARNT-TACC3 inh 10, PAX8 inh HTS -11, LGR2 antag -32 and CASP6 VEID inh 5.
Screening O=C(c1ccco1)N1CCN(S(=O)(=O)c2cccs2)CC1 returned SIRT5 block -4, EWS-Fli inh 4, ARNT-TACC3 inh -1, LGR2 antag -15 and CASP6 VEID inh 3.
For COc1ccc(-c2noc(N3CCC(C(=O)NCCCN4CCC(C)CC4)CC3)n2)cc1 the results were SIRT5 block -3, DENV2 CPE rescue inconclusive, EWS-Fli inh 5, ARNT-TACC3 inh -3, PAX8 inh HTS -3 and CASP6 VEID inh -3.
`Cc1ccc(S(=O)(=O)Nc2ccc3c(c2)CC(=O)N([C@@H](C)CO)C[C@H](C)[C@H](CN(C)C(=O)NC(C)C)O3)cc1` gave SIRT5 block -2, DENV2 CPE rescue 9, EWS-Fli inh -5, ARNT-TACC3 inh -5, PAX8 inh HTS -12, LGR2 antag -1 and CASP6 VEID inh -1.
`C[C@H](CO)N1C[C@H](C)[C@@H](CN(C)C(=O)Nc2ccccc2F)Oc2ncc(/C=C/c3ccccc3)cc2C1=O` gave SIRT5 block -11, DENV2 CPE rescue 0, EWS-Fli inh 6, ARNT-TACC3 inh 0, PAX8 inh HTS 19, LGR2 antag 13 and CASP6 VEID inh 1.
Screening COc1ccc(-c2cc(C(=O)N(C)Cc3ccccc3)c3ccccc3n2)cc1 returned SIRT5 block 2, DENV2 CPE rescue -9, EWS-Fli inh 0, ARNT-TACC3 inh 2, PAX8 inh HTS 5, LGR2 antag -9 and CASP6 VEID inh 3.
O=C(C[C@@H]1CC[C@H]2[C@@H](COC[C@H](O)CN2S(=O)(=O)c2ccc(F)cc2)O1)N[C@@H]1CCN(Cc2ccccc2)C1 was read as SIRT5 block -1, DENV2 CPE rescue 6, EWS-Fli inh 2, ARNT-TACC3 inh 1, PAX8 inh HTS 3, LGR2 antag 17 and CASP6 VEID inh -14.
For CCn1c(SCC(=O)N(C)c2c(N)n(Cc3ccccc3)c(=O)[nH]c2=O)nnc1-c1cccs1 the results were DENV2 CPE rescue -9, EWS-Fli inh 0, PAX8 inh HTS -8, LGR2 antag 3 and CASP6 VEID inh 1.
For CCN(Cc1ccncc1)Cc1nc(-c2ccc(C(=O)OC)cc2)no1 the results were SIRT5 block -3, DENV2 CPE rescue 3, EWS-Fli inh -7, ARNT-TACC3 inh -2, PAX8 inh HTS -2, LGR2 antag 8 and CASP6 VEID inh 1.
`N/C(=N\OC(=O)c1csnn1)c1ccc(C(F)(F)F)cc1` gave SIRT5 block 1, DENV2 CPE rescue -2, EWS-Fli inh -69, ARNT-TACC3 inh 0, PAX8 inh HTS -65, LGR2 antag -42 and CASP6 VEID inh 1.
`C#CCNC(=O)C1=C[C@H](c2ccc(C(F)(F)F)cc2)C[C@H](OCc2ccc(CO)cc2)O1` gave SIRT5 block -3&2, DENV2 CPE rescue -10&-9, EWS-Fli inh -9&-8, ARNT-TACC3 inh -7, PAX8 inh HTS -22&-2, LGR2 antag 4 and CASP6 VEID inh 4&-3.
Screening CC1C=NC(S(=O)(=O)N2CC[C@@H]3[C@@H](CO)N(C)c4ccc(-c5ccc(F)cc5)cc4[C@@H]32)=N1 (stereo not given in full) returned DENV2 CPE rescue 21*, EWS-Fli inh 14, ARNT-TACC3 inh 3, PAX8 inh HTS -8 and LGR2 antag -6.
For CO[C@H]1CN(C)C(=O)c2cc(NC(=O)C3CCCC3)ccc2OC[C@@H](C)N(C(=O)CC2CC2)C[C@@H]1C the results were SIRT5 block -1, DENV2 CPE rescue 13, EWS-Fli inh 3, ARNT-TACC3 inh -2, LGR2 antag 20 and CASP6 VEID inh 0.
For COc1ccc(CCNC(=O)c2cc(-c3cc(Cl)ccc3O)n[nH]2)cc1OC the results were SIRT5 block 1, DENV2 CPE rescue -3, EWS-Fli inh 1, ARNT-TACC3 inh 1, PAX8 inh HTS -1, LGR2 antag -15 and CASP6 VEID inh 2.
`N#C[C@H]1[C@H](c2ccc(-c3cccc(F)c3)cc2)[C@@H](CO)N1c1nc(-c2ccccc2)cs1` gave SIRT5 block 2, DENV2 CPE rescue 38*, EWS-Fli inh 9, LGR2 antag 1 and CASP6 VEID inh -1.
For COc1ccc2c3c(n(C)c2c1)[C@H](CO)N(CC1CCCC1)CC31CCN(C(=O)CN(C)C)CC1 the results were SIRT5 block 0, DENV2 CPE rescue 7, EWS-Fli inh -7, PAX8 inh HTS 7, LGR2 antag -14 and CASP6 VEID inh -8.
Screening O=C(Nc1ccc(N2CCOCC2)cc1)c1ccc2ncsc2c1 returned SIRT5 block 0, DENV2 CPE rescue -1, EWS-Fli inh -27, ARNT-TACC3 inh -2, PAX8 inh HTS -45, LGR2 antag -69 and CASP6 VEID inh 0.
COc1cc(-c2noc(C)c2/C=C/c2ccc(N)cc2)cc(OC)c1OC was read as SIRT5 block 1, EWS-Fli inh 57*, PAX8 inh HTS 79*, LGR2 antag -8 and CASP6 VEID inh 0.
For CC1CCCC(NC(=O)CCNC(=O)c2ccccc2Cl)C1C (stereo not given) the results were SIRT5 block 3, DENV2 CPE rescue -5, EWS-Fli inh -4, ARNT-TACC3 inh -1, PAX8 inh HTS 2, LGR2 antag 2 and CASP6 VEID inh 4.
COC(=O)[C@@H]1[C@@H](CO)[C@@H]2Cn3c(ccc(-c4ccc(F)cc4)c3=O)[C@@H]2N1Cc1ccccn1 was read as SIRT5 block -8, DENV2 CPE rescue -5, EWS-Fli inh -3, ARNT-TACC3 inh 26, LGR2 antag -6 and CASP6 VEID inh 8.
`C[C@@H]1CN([C@H](C)CO)C(=O)c2cc(C#Cc3ccc(F)cc3)cnc2O[C@@H]1CN(C)S(C)(=O)=O` gave SIRT5 block -4, DENV2 CPE rescue 16, EWS-Fli inh 0, ARNT-TACC3 inh 15, LGR2 antag 9 and CASP6 VEID inh 3.
Screening O=C(O)c1nc(NCCc2ccccc2)ncc1Cl returned SIRT5 block -2, DENV2 CPE rescue 15, EWS-Fli inh -3, ARNT-TACC3 inh 8, PAX8 inh HTS -13, LGR2 antag 9 and CASP6 VEID inh -3.
Screening COc1ccc(CCN(Cc2cccs2)S(=O)(=O)c2ccc(S(=O)(=O)N3CCC(C)CC3)cc2)cc1OC returned ARNT-TACC3 inh -4, PAX8 inh HTS 15 and LGR2 antag 21.
Screening C=CCC[C@H](Cc1ccc(F)cc1)C(=O)OC[C@@H](NC(=O)[C@@H](CC=C)CC(=O)N[C@H](CO)Cc1ccccc1)C(C)(C)C returned SIRT5 block 1, DENV2 CPE rescue -12, EWS-Fli inh 9, ARNT-TACC3 inh -9, PAX8 inh HTS 47, LGR2 antag 40 and CASP6 VEID inh -2.
`C[C@@H]1CN([C@@H](C)CO)C(=O)Cc2cc(NS(=O)(=O)c3ccc(F)cc3)ccc2O[C@@H]1CN(C)C(=O)Nc1ccccc1` gave SIRT5 block 15, DENV2 CPE rescue -1, EWS-Fli inh 8, ARNT-TACC3 inh 11, LGR2 antag 11 and CASP6 VEID inh 0.
`CCC(=O)N1CC2(C1)[C@H](c1ccc(-c3ccccc3OC)cc1)[C@@H](CO)N2C(C)=O` gave SIRT5 block 6, DENV2 CPE rescue -12, EWS-Fli inh 2, PAX8 inh HTS 10, LGR2 antag -4 and CASP6 VEID inh -1.
Screening COC(=O)C/C(C)=N/Nc1ccc(S(=O)(=O)N2CCCC2)cc1[N+](=O)[O-] returned ARNT-TACC3 inh -1, PAX8 inh HTS 21 and LGR2 antag 1.
`COc1ccc(CCNc2oc(COc3ccccc3Cl)nc2C#N)cc1OC` gave SIRT5 block -1, DENV2 CPE rescue -5, EWS-Fli inh 0, ARNT-TACC3 inh 12, PAX8 inh HTS 10, LGR2 antag -5 and CASP6 VEID inh 2.
COCCN(C(=O)CC1C(=O)NCCN1Cc1ccc(-c2ccccc2)cc1)C(C)C (stereo not given) was read as SIRT5 block -4, DENV2 CPE rescue 3, EWS-Fli inh -6, ARNT-TACC3 inh 3, PAX8 inh HTS 6, LGR2 antag 3 and CASP6 VEID inh -10.
COc1ccc(NC(=O)NCc2ccncc2)cc1 was read as SIRT5 block 0, LGR2 antag -15 and CASP6 VEID inh 3.
Screening C[C@@H]1CN([C@@H](C)CO)C(=O)c2cc(NS(=O)(=O)c3cccs3)ccc2O[C@@H](C)CCCCO[C@@H]1CN(C)C(=O)c1ccccc1 returned SIRT5 block -3, DENV2 CPE rescue 11, EWS-Fli inh -7, ARNT-TACC3 inh 0, PAX8 inh HTS 6, LGR2 antag -6 and CASP6 VEID inh 8.
Screening Cc1ccc(NC(=O)Nc2ccccc2C(N)=O)cc1 returned SIRT5 block -5, DENV2 CPE rescue -1, EWS-Fli inh 1, ARNT-TACC3 inh -2, PAX8 inh HTS -28, LGR2 antag -37 and CASP6 VEID inh -6.
For Nc1nc(C(c2ccccc2)c2ccccc2)cs1 the results were SIRT5 block -6, DENV2 CPE rescue -5, EWS-Fli inh 2, ARNT-TACC3 inh -1, PAX8 inh HTS -13, LGR2 antag -23 and CASP6 VEID inh 8.
Cc1cc(C)cc(NC(=O)C2CCN(S(C)(=O)=O)CC2)c1 was read as SIRT5 block -1, DENV2 CPE rescue 12, EWS-Fli inh 12, ARNT-TACC3 inh -18, PAX8 inh HTS -13 and CASP6 VEID inh 1.

Rows are unselected. About 4.9% of those tested had a hit in this group.
